CD40 NFkB inh = inhibitors of CD40-induced NF-kB signaling, primary screen, BL2 cells, luciferase reporter, single point; CD40L-induced, 4 h; inhibition, % at 10 µM; 83,000 tested, 0.94% active;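 active = mean inhibition of at least 50% with a set share of replicates also reaching that level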;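 also: 0% = neutral control wells and 100% = IKK inhibitor VII at 50 µM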
An asterisk follows results filed as active; & = joins results of further samples; [ ] = another dose, or the depositor's remark. Not all compounds are listed; the hit share may differ from the screen's.

COc1cc(C(=O)NCC(c2ccccc2)N(C)C)ccc1OCc1c(C)noc1C (configuration not stated) was read as CD40 NFkB inh 2.
`O=C(CCc1nc2ccccc2s1)OCC(=O)c1ccccc1` gave CD40 NFkB inh -38.
`CC(C)C(=O)Nc1nnc(CCc2nnc(NC(=O)C(C)C)s2)s1` gave CD40 NFkB inh 11.
For COCCNC(=O)CN(c1ccccc1OC)S(C)(=O)=O the results were CD40 NFkB inh 11.
`O=C(NC12CC3CC(CC(C3)C1)C2)N1CCN(C(=O)c2ccco2)CC1` gave CD40 NFkB inh -24.
`O=C(COC(=O)c1cccc(-n2cnnn2)c1)c1ccccc1` gave CD40 NFkB inh -25.
O=C(NCC1COc2ccccc2O1)c1cccc(S(=O)(=O)N2CCCCC2)c1 (configuration not stated) was read as CD40 NFkB inh 32.
O=C(Oc1ccc([N+](=O)[O-])cc1)c1cc(-c2ccccc2)nc2ccccc12 was read as CD40 NFkB inh 22.
For CN(CC(=O)Nc1ccc(F)cc1)C(=O)C1Cc2ccccc2CN1S(C)(=O)=O (configuration not stated) the results were CD40 NFkB inh -12.
For COc1ccccc1N1CCN(CC(C)N(C(=O)C2CCCCC2)c2ccccn2)CC1 (configuration not stated) the results were CD40 NFkB inh 14.
CCC(=O)N1CCCCN2[C@H](CO)[C@H](c3ccc(/C=C/c4ccccc4)cc3)[C@@H]2C1 was read as CD40 NFkB inh 10[25 µM].
`COc1ccc(NC(=O)COC(=O)CCCc2c[nH]c3ccccc23)cc1` gave CD40 NFkB inh -3.
Cc1ccccc1OCc1n[nH]c(=S)n1-c1ccccc1 was read as CD40 NFkB inh 11.
`COc1ccc(OC(C)c2nnc(N)s2)cc1` (configuration not stated) gave CD40 NFkB inh 6.
Screening CCNC(=O)c1cc2c(c(-c3cccc(-c4ccccc4F)c3)n1)[C@@H](CCO)N(C(=O)CC1CC1)C2 returned CD40 NFkB inh 39[25 µM].

Structures shown so far containing four or more nitrogen atoms:
`CC(C)C(=O)Nc1nnc(CCc2nnc(NC(=O)C(C)C)s2)s1` gave CD40 NFkB inh 11.
`O=C(COC(=O)c1cccc(-n2cnnn2)c1)c1ccccc1` gave CD40 NFkB inh -25.
For COc1ccccc1N1CCN(CC(C)N(C(=O)C2CCCCC2)c2ccccn2)CC1 (configuration not stated) the results were CD40 NFkB inh 14.

Carrying on.
For Cc1ccc(-c2ccc(NC(=O)C3C4C=CC(C4)C3C(=O)O)cc2)o1 (configuration not stated) the results were CD40 NFkB inh -35.
CN(C)C(=O)c1cccc(-c2cccc(-c3nc(C(=O)NC4CCCCC4)cc4c3[C@@H](CCO)N([S@](=O)C(C)(C)C)C4)c2)c1 was read as CD40 NFkB inh 9.
Screening COc1cc(C)ccc1S(=O)(=O)N1CCN(C23CC4CC(CC(C4)C2)C3)CC1 returned CD40 NFkB inh -9.
`Cc1ccc(C)c(S(=O)(=O)N/N=C/c2cccnc2)c1` gave CD40 NFkB inh 10.
Screening O=C(Cn1c(-c2cscn2)nc2ccccc21)Nc1ccc2ccccc2c1 returned CD40 NFkB inh -3.
Screening O=C(Cn1cc(C(F)(F)F)ccc1=O)Nc1ccc2c(c1)OCCO2 returned CD40 NFkB inh -2.
NC(=O)NCCc1ccccc1 was read as CD40 NFkB inh 0.
Screening CC(=O)Nc1ccc(S(=O)(=O)N(C)CC(=O)N/N=C/c2ccncc2)cc1 returned CD40 NFkB inh 13.
`O=C(NC(=S)Nc1cc(S(=O)(=O)N2CCOCC2)ccc1N1CCOCC1)c1ccco1` gave CD40 NFkB inh 4.
Screening Cc1occc1C(=O)NCc1ccco1 returned CD40 NFkB inh 7.
O=C(CC(F)(F)F)N1C[C@H]2[C@@H](c3ccccc31)[C@H](CO)N2C(=O)Cc1ccccc1 was read as CD40 NFkB inh -4[25 µM].
`CCN(CC)C(CNS(=O)(=O)c1ccc(Cl)cc1)c1ccccc1` (configuration not stated) gave CD40 NFkB inh 1.
CC(=O)c1sc(NC(=O)c2ccccc2)nc1-c1ccccc1 was read as CD40 NFkB inh -129.
COC(=O)NNC(=O)c1cccc(C)c1 was read as CD40 NFkB inh 4.
Cc1nnc2sc(-c3ccc(N(C)C)cc3)nn2c1=O was read as CD40 NFkB inh -29.
Cc1ccc(Cn2c(C)c3cnn(CC(=O)NCCN4CCOCC4)c(=O)c3c2C)cc1 was read as CD40 NFkB inh 8.
For O=C(N/N=C/c1ccco1)c1cc(-c2ccc(Cl)s2)[nH]n1 the results were CD40 NFkB inh -1.
For O=C(CNC1=NCCC1)c1ccc2c(c1)OCCO2 the results were CD40 NFkB inh -4.
For Cc1cccc(OCc2nc(C#N)c(NCc3ccc4c(c3)OCO4)o2)c1 the results were CD40 NFkB inh -23.
`O=C(CN1CC[C@@]2(O)CCCC[C@H]2[C@@H]1c1ccc(F)cc1)NCc1ccco1` gave CD40 NFkB inh -3.
CCOc1ccc(Nc2nc3c(c(=O)[nH]2)CCC3)cc1 was read as CD40 NFkB inh -3.
Screening Cc1nn(CC(=O)NC2C(=O)N3C(C(=O)O)=C(CSc4nnnn4C)CSC23)cc1Br (configuration not stated) returned CD40 NFkB inh 9.
O=C(c1ccc(F)cc1)N1[C@H](CO)[C@H]2c3ccccc3NC[C@H]21 was read as CD40 NFkB inh -10[25 µM].
For COCCn1c(CN2CCC(Cc3ccccc3)CC2)nc2c1c(=O)n(C)c(=O)n2C the results were CD40 NFkB inh 6.
For O=C(NNC(=O)c1ccncc1)Nc1ccc(Cl)cc1 the results were CD40 NFkB inh -4.
Screening O=C(C[C@H]1C=C[C@@H](NC(=O)CCN2CCCCC2)[C@H](CO)O1)Nc1nccs1 returned CD40 NFkB inh -4[25 µM].
Screening CCc1nnc(NC(=O)C2Cc3ccccc3CN2S(=O)(=O)c2cccs2)s1 (configuration not stated) returned CD40 NFkB inh -62.
`COc1cccc(NC(=O)NCc2c(-c3ccccc3)noc2C)c1` gave CD40 NFkB inh 8.
For CC(C)n1nc(C(=O)NCCc2ccc(S(N)(=O)=O)cc2)c2ccccc2c1=O the results were CD40 NFkB inh 5.
`CCCC(=O)N1CCC1(C)C(=O)NS(=O)(=O)c1cccc(Cl)c1` (configuration not stated) gave CD40 NFkB inh 0.
`Cc1ccc(C(=O)N/N=C2\CCSC2)cc1[N+](=O)[O-]` gave CD40 NFkB inh -5.
Cc1[nH]c2ccccc2c1C(=O)CN1CCC(C(N)=O)(N2CCCCC2)CC1 was read as CD40 NFkB inh 0.
For C[C@H]1CN([C@@H](C)CO)C(=O)CCCn2cc(nn2)CO[C@H]1CN(C)CC1CCCC1 the results were CD40 NFkB inh 2.
Screening Cc1csc(NC(=O)Cn2nc(C)c([N+](=O)[O-])c2C)n1 returned CD40 NFkB inh 11.
For C[C@H](CO)N1C[C@H](C)[C@@H](CN(C)C(=O)C2CC2)OCc2cnnn2CCCC1=O the results were CD40 NFkB inh -7.
O=C1NC(=S)NC1=Cc1ccc(Cl)cc1Cl was read as CD40 NFkB inh 0.
`CCCCCCNS(=O)(=O)c1ccc(Cl)s1` gave CD40 NFkB inh 10.
`O=C(Nc1ccc(-c2nnc3n2CCCCC3)cc1)c1ccco1` gave CD40 NFkB inh 11.
COC(=O)c1ccc(COc2ccccc2/C=N/NC(=O)c2cccnc2)cc1 was read as CD40 NFkB inh -54.
`COc1ccc(NC(=O)CCCn2cnc3ccccc3c2=O)cc1` gave CD40 NFkB inh -22.
Screening Cc1cnc(NC(=O)c2ccc3ncsc3c2)s1 returned CD40 NFkB inh -29.
Screening CC(Cc1cccs1)N(Cc1ccc(Cl)cc1)C(=O)c1ccncc1 (configuration not stated) returned CD40 NFkB inh 23.
`Cc1ccc(CNc2oc(-c3cccs3)nc2C#N)cc1` gave CD40 NFkB inh -11.
Screening COc1ccc(NC(=O)N2C[C@@H]3[C@H](c4ccccc42)[C@H](CO)N3Cc2ccccn2)cc1 returned CD40 NFkB inh -22[25 µM].
Screening O=C(CCC(=O)OCC(=O)c1ccc(-c2ccccc2)cc1)Nc1cccc2cccnc12 returned CD40 NFkB inh 16.
CN1CCN(C(CNC(=O)C(=O)Nc2ccc3c(c2)OCO3)c2ccc(F)cc2)CC1 (configuration not stated) was read as CD40 NFkB inh 7.
For CN1c2ccc(C#Cc3cccnc3)cc2[C@H]2[C@H](CCN2C(=O)Nc2cc(F)ccc2F)[C@@H]1CO the results were CD40 NFkB inh -9.
`CC1CC(NC(=O)c2c(O)nc3sccn3c2=O)CC(C)(C)C1` (configuration not stated) gave CD40 NFkB inh 4.
CSc1nncn1/N=C/c1ccc([N+](=O)[O-])cc1 was read as CD40 NFkB inh 6.
For COc1ccc(S(=O)(=O)NC2CCCC2)c(OC)c1 the results were CD40 NFkB inh 4.
`Cc1ccc(NC(=O)COC(=O)C2CCC(=O)N2)c([N+](=O)[O-])c1` (configuration not stated) gave CD40 NFkB inh 5.
C/C=C/c1ccc(C2[C@H]3CNC[C@@H]2N3S(=O)(=O)c2cccc(F)c2)cc1 (some centres not stated) was read as CD40 NFkB inh 6&7[25 µM].
Screening Cc1ccc(C(=O)Nc2ncc(Cc3ccccc3)s2)o1 returned CD40 NFkB inh 35.
For CC(=O)N1[C@@H]2CN(C(=O)NC(C)C)C[C@H]1C2c1ccc(Br)cc1 (some centres not stated) the results were CD40 NFkB inh -41&-6.
Screening Cc1nc(SC(C)C(=O)Nc2c(C)n(C)n(-c3ccccc3)c2=O)nc(C)c1C (configuration not stated) returned CD40 NFkB inh -2.
CC(NS(=O)(=O)c1cccc(C(=O)N(C)Cc2ccc(N3CCOCC3)cc2)c1)c1ccccc1 (configuration not stated) was read as CD40 NFkB inh 13.
N#C/C(=C\c1ccc(O)c(O)c1)C(N)=O was read as CD40 NFkB inh 2[25 µM].
`N#C[C@H]1[C@H](c2ccccc2-c2ccccc2)[C@@H](CO)N1C(=O)Cc1cccnc1` gave CD40 NFkB inh -13[25 µM].
CN(CC(=O)Nc1ccccc1Cl)C(=O)COC(=O)C1CCN(c2ccc(C(F)(F)F)cn2)CC1 was read as CD40 NFkB inh -5.
Cn1nc(C(=O)N2CCCCC2)c2c1-c1ccccc1S(=O)(=O)C2 was read as CD40 NFkB inh 3.

Gathered by group: those above containing a nitro group on carbon (5)
O=C(Oc1ccc([N+](=O)[O-])cc1)c1cc(-c2ccccc2)nc2ccccc12 was read as CD40 NFkB inh 22.
`Cc1ccc(C(=O)N/N=C2\CCSC2)cc1[N+](=O)[O-]` gave CD40 NFkB inh -5.
Screening Cc1csc(NC(=O)Cn2nc(C)c([N+](=O)[O-])c2C)n1 returned CD40 NFkB inh 11.
CSc1nncn1/N=C/c1ccc([N+](=O)[O-])cc1 was read as CD40 NFkB inh 6.
`Cc1ccc(NC(=O)COC(=O)C2CCC(=O)N2)c([N+](=O)[O-])c1` (configuration not stated) gave CD40 NFkB inh 5.

Other results follow.
`CC(=O)N1CCN(c2ccc(NCc3ccc4c(c3)OCO4)cc2)CC1` gave CD40 NFkB inh -1.
For N#C[C@@H]1[C@H](c2ccc(C3=CCCC3)cc2)[C@H](CO)N1C(=O)NC1CCCC1 the results were CD40 NFkB inh 9.
`COc1ccc(C2C(C#N)=C(N)OC3=C2C(=O)CC(C)(C)C3)cc1` (configuration not stated) gave CD40 NFkB inh -2.
For C[C@@H]1CN([C@H](C)CO)C(=O)CCCn2nncc2CO[C@H]1CN(C)Cc1ccc2c(c1)OCCO2 the results were CD40 NFkB inh 4.
Screening Cc1cc(C)c(NC(=O)c2ccc3nccnc3c2)c(C)c1 returned CD40 NFkB inh -1.
COc1cccc(CN(C)C[C@H]2OCc3ccccc3-c3ccccc3C(=O)N([C@H](C)CO)C[C@@H]2C)c1 was read as CD40 NFkB inh -12[25 µM].
Screening Cc1cc(C(=O)COC(=O)C2CC2)c(C)n1-c1ccc(F)cc1 returned CD40 NFkB inh 80*.
For S=c1[nH]nc(Cn2nnc3ccccc32)n1-c1ccccc1 the results were CD40 NFkB inh 23.
Screening C[C@@H](NC(=O)C[C@@H]1CC[C@H]2[C@H](COc3ccc(NS(=O)(=O)c4ccc(Cl)cc4)cc3C(=O)N2C)O1)c1ccccc1 returned CD40 NFkB inh 20[25 µM].
`COc1ccc(-c2ccc3c(c2)[C@@H]2[C@@H](CCN2C(=O)c2cccc(F)c2)[C@H](CO)N3)cc1` gave CD40 NFkB inh 5[25 µM].
CC(=O)OC1CC(C)(C)N(OC(=O)c2ccc(N)cc2)C(C)(C)C1 was read as CD40 NFkB inh 1.
`Cc1nc2ccc(S(=O)(=O)N(C)CC(=O)NCCc3ccccc3)cc2s1` gave CD40 NFkB inh -2.
Screening CCOC(=O)c1[nH]c(C)c(CCC(=O)OC)c1C returned CD40 NFkB inh 0.
CCC(=O)N1CCCCN2[C@H](CO)[C@@H](c3ccc(-c4cccc(C#N)c4)cc3)[C@@H]2C1 was read as CD40 NFkB inh -6[25 µM].
For Cc1c(C(=O)O)sc(S(=O)(=O)N2CCN(C(=O)CCc3ccccc3)CC2)c1C(=O)O the results were CD40 NFkB inh 8.
Screening CC(=O)Oc1cccc(N2C(=O)c3ccc(C(=O)Nc4cccnc4)cc3C2=O)c1 returned CD40 NFkB inh 7.
`CCCN(C[C@H]1N[C@H](CO)[C@@H]1c1ccc(-c2cccnc2)cc1)C(C)=O` gave CD40 NFkB inh 2[25 µM].
`CN(Cc1ccccc1)C(=O)c1ccccc1NC(=O)C1CC1` gave CD40 NFkB inh 3.
